Source: PubChem BioAssay (several laboratories)
Phagocytosis inh = inhibitors of macrophage phagocytosis; J774A.1 macrophage IgG-bead phagocytosis, imaging; inhibition, % at 5 µM; 110,000 compounds, 0.07% hits; AID 1029;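 active = inhibition above the mean of the plate negative controls plus 5 SD, cut at about 13% in these data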;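 also: phagocytic index as fraction of beads internalized from green versus red external bead signal; plate controls were DMSO negative control for no effect and cytochalasin-D positive control for full effect; some results beyond the cut were filed as inactive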
E-sel TNF inh = blocks E-selectin expression induced by TNF alpha | HUVEC TNFa-induced E-selectin immunofluorescence, high content | inhibition, % at 2 µM | 120,000 compounds, 0.71% hits;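 active = inhibition above the batch mean plus 3 SD, and confirmed as a hit on visual image review, cut at about 43% in these data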;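 also: 0% = TNF-stimulated DMSO wells and 100% = unstimulated control wells; not every result past the cut was called active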
GALR2 antag = GALR2 (human) receptor antagonism. O43603. GALR2-expressing cells, antagonist mode. 140,000 compounds, 0.39% hits. inhibition, % at 4 µM; in the data active = inhibition above about 27%;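 also: cells stimulated with galanin 1-16 at roughly its EC80; 0% = agonist challenge control and 100% = basal control without agonist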
Target sequence (O43603 whole entry, looked up): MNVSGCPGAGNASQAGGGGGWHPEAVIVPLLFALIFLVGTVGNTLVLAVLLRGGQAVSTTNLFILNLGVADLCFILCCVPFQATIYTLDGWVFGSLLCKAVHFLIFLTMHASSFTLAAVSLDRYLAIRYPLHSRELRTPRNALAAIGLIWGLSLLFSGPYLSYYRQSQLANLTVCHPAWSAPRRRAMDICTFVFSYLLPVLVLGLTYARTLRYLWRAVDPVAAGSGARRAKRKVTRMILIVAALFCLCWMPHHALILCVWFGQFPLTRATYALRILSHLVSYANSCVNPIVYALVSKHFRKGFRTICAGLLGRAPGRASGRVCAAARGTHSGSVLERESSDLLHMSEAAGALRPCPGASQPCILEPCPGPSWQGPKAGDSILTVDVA
BB579 growth dn = yeast BB579 growth reduction in restrictive medium | S. cerevisiae BB579 growth, OD615, 48 h | inhibition, % at 10 µM | 140,000 compounds, 0.51% hits | AID 804;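 active = inhibition above a set limit, 3 SD over the mean compound inhibition, cut at about 44% in these data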; also: inactives centre near -24
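System: Saccharomyces cerevisiae DeaD strain BB579, replicative lifespan model yeast | Buffer or medium: Restrictive glucose-based CSMM-D medium | Times: 4 h preincubation and 48 h exposure at 30 °C | Detection: OD615 turbidity measurement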
HCT116 PTEN-null = suppresses growth of cells with PTEN deletion; HCT116 PTEN-null viability, CellTiter-Glo, 60 h; hits give low values; viability, % at 10 µM; 140,000 compounds, 1.2% hits; AID 827;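 active = viability at or below a set limit, 4 SD under the median of all tested compounds, cut at about 3.7% in these data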;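 also: PTEN knockout HCT116 line with beta catenin targeted HCT116 as companion control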
NPY Y2 blocker = blocks the human neuropeptide Y Y2 receptor | P49146 | NPY-Y2 expressing cells, antagonist mode | inhibition, % at 2.7 µM | 140,000 compounds, 0.99% hits; in the data active = inhibition above about 17%;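 also: 0% = vehicle with agonist challenge and 100% = reference antagonist with challenge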
Target sequence (P49146 whole entry, looked up): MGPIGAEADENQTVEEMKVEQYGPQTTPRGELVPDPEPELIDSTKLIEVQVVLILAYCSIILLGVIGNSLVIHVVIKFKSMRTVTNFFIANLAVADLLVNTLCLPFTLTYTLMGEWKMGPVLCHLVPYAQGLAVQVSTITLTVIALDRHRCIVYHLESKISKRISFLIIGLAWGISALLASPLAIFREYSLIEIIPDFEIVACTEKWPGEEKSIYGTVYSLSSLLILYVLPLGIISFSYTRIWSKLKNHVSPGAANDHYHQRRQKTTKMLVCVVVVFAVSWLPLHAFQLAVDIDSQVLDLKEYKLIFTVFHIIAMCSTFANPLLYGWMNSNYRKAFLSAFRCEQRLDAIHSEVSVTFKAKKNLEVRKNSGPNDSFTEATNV
Measles CPE = protection of cells from measles virus. protection (pct of control), % at 4 µM. Measles virus-infected cells, CPE protection, absorbance. AID 841. 140,000 compounds, 1.5% hits; in the data active = protection mostly above about 24%, no sharp cut-off; inactive = mostly below about 26%; also: some compounds called inactive have numbers as strong as hits
bCat KO growth = beta-catenin-lacking colon tumor cell growth suppression; HCT116 beta-catenin knockout viability, CellTiter-Glo, 60 h; hits give low values; viability, % at 10 µM; 140,000 compounds, 1.5% hits;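 active = viability at or under a set limit, the compound median less 4 SD, cut at about 6% in these data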;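 also: 0% = Hyamine 1622 control at 20 µM and 100% = untreated cell control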
MRP-1 activ = activates MRP-1; H69AR cells + doxorubicin, viability rescue, CellTiter-Glo; 140,000 compounds, 0.61% hits; AID 799; viability increase, % at 10 µM;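 active = viability gain under doxorubicin at or above a set limit, the compound median plus 3 SD, cut at about 4.7% in these data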;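 also: MRP-1 overexpressing cells given doxorubicin 25 µM after compound pretreatment; 18-22 h compound pretreatment then 72 h with doxorubicin before readout; 0% = doxorubicin-only wells and 100% = vehicle-treated cells without doxorubicin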
Yeast life ext = extends the lifespan of yeast; AID 775; inhibition of the nicotinamide effect, % at 10 µM; S. cerevisiae growth with nicotinamide, OD615; deaD strain in restrictive glucose medium; 130,000 compounds, 0.68% hits;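 active = inhibition above a set limit, placed 3 SD over the median of all compounds, cut at about 26% in these data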;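 also: 0% = nicotinamide-treated wells and 100% = cells grown without nicotinamide; some compounds called inactive have numbers as strong as hits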
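System: Modified budding yeast, DeaD strain | Buffer or medium: Restrictive glucose medium | Also added: 1.5 mM nicotinamide | Doses: 10 µM single point, 0.25% DMSO | Schedule: 48 h compound exposure at 30 °C, humidified | Detection: Absorbance at 615 nm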
An asterisk follows results filed as active; / = no result given.

SMILES	Phagocytosis inh	E-sel TNF inh	GALR2 antag	BB579 growth dn	HCT116 PTEN-null	NPY Y2 blocker	Measles CPE	bCat KO growth	MRP-1 activ	Yeast life ext
COC(=O)[C@@]1(Cc2ccccc2)[C@H]2c3cc(C(=O)N4CCCC4)n(Cc4ccsc4Br)c3C[C@H]2CN1C(=O)c1ccccc1	/	11.5	-8.2	-29.8	12.2	22.7*	25.7	6.3	-4.3	3.9
Nc1ccc(Nc2ccccc2)cc1	/	-55.6	5.4	-23.8	17.5	-0.8	13.8	5.4*	-4.3	-20.4
Cc1nc(NC(=O)/C=C/c2ccccc2)sc1C(=O)N(C)C	-0.3	9.1	-1.9	-7.4	84.2	0.6	7.1	85.8	-2.5	-2.6
CC(=O)c1cccc(S(=O)(=O)NC2CC2)c1	-4.7	/	7.3	-11.6	92.3	1.2	17.4	96.9	3.1	1.2
CCOC(=O)C1=C(NC(=S)NC(=O)c2ccccc2)c2ccccc2CC1(C)CC (stereo unspecified)	-11.1	/	-23.3	-40.9	66.1	2.8	24.7	64.7	-2.5	6.4
Cc1ccc(N2C(=O)c3cccc4c(N5CCN(C)CC5)ccc(c34)C2=O)c2cccnc12	-0.3	3.6	15.0	-47.4	14.4	0.1	13.3	20.4	-2.0	-11.3
O=C1NC(=O)C2C1C(c1ccccc1)N1C3C(=O)NC(=O)C3C(c3ccccc3)N21 (stereo unspecified)	/	13.0	-2.1	-12.6	96.0	4.6	18.4	91.0	0.2	-5.5
CCc1cc(=O)n2[nH]c(C)c(-c3ccccc3OC)c2n1	-0.1	/	-0.6	-17.8	87.2	10.7	28.5	89.6	-3.2	2.3
CCCOC(=O)NC(CC)COC(=O)Nc1cccc(C)c1C (stereo unspecified)	-1.1	-1.1	8.3	14.7	85.0	4.1	16.1	100.3	-1.7	-16.3
CC(C)c1nnc(NC(=O)c2ccc(S(=O)(=O)N3CCOCC3)cc2)s1	-1.1	-43.8	15.1	-49.5	99.4	1.6	23.9	93.8	-1.5	-0.2
CC1(C)CC(=O)C(C=Nc2cccnc2)=C(O)C1	-1.5	/	23.2	-51.3	95.1	0.7	42.6	97.4	-3.4	6.3
COc1ccccc1/C=N/OCC(=O)NCc1ccc2c(c1)OCO2	-12.9	4.2	-11.9	-1.7	103.2	13.4	1.8	94.8	-2.2	-7.6
CCOC(=O)Cc1csc(N/N=C/c2ccc(C(F)(F)F)cc2)n1	/	25.2	-2.4	-47.4	103.4	-1.0	4.2	107.7	0.0	-16.2
COc1cc(CNCCN2CCOCC2)ccc1OCc1ccccc1Cl	3.8	-27.4	-0.8	2.0	86.8	4.3	4.9	88.7	-1.9	-17.0
O=C(COC(=O)CCCOc1ccc(Cl)cc1Cl)NCc1ccccc1	1.2	/	-2.5	-31.3	97.5	7.7	12.5	90.2	0.3	-0.3
Cn1nc(C(=O)Nc2cccc(C(F)(F)F)c2)ccc1=O	-0.3	5.1	-4.3	-73.5	93.1	5.0	7.5	104.0	0.9	-12.8
CC(=O)c1cc(F)c(N2CCN(CCC#N)CC2)cc1C	/	-17.5	-0.5	-20.9	94.6	1.9	7.3	94.1	-0.9	/
Cc1cc(C)c[n+](CC(=O)c2cc3ccccc3oc2=O)c1	/	-32.2	-2.0	-35.6	105.7	11.5	10.1	94.1	-1.4	4.8
Cn1ncc2c(=O)n(/N=C/c3ccccc3)cnc21	2.5	/	-4.5	-22.5	93.3	0.2	6.2	91.4	-0.9	-5.7
CCOc1ccc(N2CC(C(=O)NCCN3C(=O)S/C(=C\c4ccc(OC)c(OC)c4)C3=O)CC2=O)cc1 (stereo unspecified)	-4.8	/	2.7	-22.9	65.4	3.1	4.3	72.2	-3.5	-0.8
Cc1ccccc1C(=O)N=c1c(C#N)cc2c(=O)n3cccc(C)c3nc2n1Cc1ccco1	0.4	-17.1	-9.9	-22.9	85.0	3.7	8.8	87.2	-3.0	0.3
CC(C)(C)C1=CC(=O)C(=O)C(C(C)(C)C)=C1	-0.8	89.0*	-0.4	-43.6	18.8	0.4	2.6	13.3	-4.9	40.3*
Cc1[nH]nc2c1C(c1cccc(OC(=O)N3CCOCC3)c1)C(C#N)=C(N)O2 (stereo unspecified)	-4.3	-6.5	-3.7	-28.9	72.4	2.1	5.9	81.5	-5.1	-10.7
O=c1[nH][nH]c(-c2ccccc2O)c1C(C[N+](=O)[O-])c1ccc(Cl)cc1Cl (stereo unspecified)	0.7	13.8	8.7	-6.2	58.4	-3.8	26.6	35.9	-4.5	3.6
COc1cc(NC(=O)c2noc3c2CCCC3)c(OC)cc1Cl	-1.9	-29.3	-6.9	-64.0	90.0	5.0	0.5	76.1	-2.8	-14.6

Reprinted from the part before: 2 compounds, then new ones.
SMILES	Phagocytosis inh	E-sel TNF inh	GALR2 antag	BB579 growth dn	HCT116 PTEN-null	NPY Y2 blocker	Measles CPE	bCat KO growth	MRP-1 activ	Yeast life ext
O=c1[nH][nH]c(-c2ccccc2O)c1C(C[N+](=O)[O-])c1ccc(Cl)cc1Cl (stereo unspecified)	0.7	13.8	8.7	-6.2	58.4	-3.8	26.6	35.9	-4.5	3.6
COc1cc(NC(=O)c2noc3c2CCCC3)c(OC)cc1Cl	-1.9	-29.3	-6.9	-64.0	90.0	5.0	0.5	76.1	-2.8	-14.6
COc1ccc(OC)c(NC(=O)CSc2nnc(C3CCCCC3)n2-c2ccccc2)c1	/	-14.9	10.0	-9.6	84.6	6.5	21.6	96.0	-5.9	/
Cc1ccc(CNC(=O)C(=O)NCC2OCCN2C(=O)c2ccc(Cl)cc2)cc1 (stereo unspecified)	/	-7.6	-14.1	-5.2	90.7	1.1	8.0	74.3	4.6	0.2
O=C(c1ccccc1)c1sc(N2CCCCCC2)nc1-c1ccccc1	-6.4	-14.8	5.2	-57.8	88.8	1.4	0.6	87.8	-2.7	2.4
CC(=O)c1cccc(NC(=O)C=C(C)C)c1	0.7	-1.3	4.2	-5.9	93.6	0.1	6.5	80.5	-0.2	-15.5
Cc1nnc(C)n1/N=C/c1ccccc1	/	1.0	2.8	-0.4	92.1	-0.8	2.5	90.8	-2.2	-6.5
O=C(CC(=O)N/N=C\c1c(Cl)cccc1Cl)NCc1ccccc1	/	14.3	0.7	-13.1	94.2	1.6	5.6	97.7	1.6	-12.4
O=C(CC(Sc1n[nH]c(-c2ccccc2)n1)c1ccccc1)NCc1ccccc1 (stereo unspecified)	-7.9	/	-1.8	-31.1	87.9	1.7	9.3	77.2	0.9	0.5
COc1ccc(-c2cc(-c3ccc(OC)cc3)nc(-c3ccc4c(c3)NC(=O)CO4)c2)cc1	3.5	-53.0	-4.1	-18.4	2.4*	0.5	7.7	2.7*	-6.5	-8.8
CC(C)(C)NC(=S)NC(=O)C12CC3CCC(CC(C3)C1)C2	-11.6	4.1	-14.9	-28.6	76.8	4.5	29.2	60.0	-3.3	7.6
CCCCCOCC1CC(C/C(C)=N/Nc2nc(-c3ccccc3)cs2)C(=O)O1 (stereo unspecified)	/	-44.0	2.6	-60.3	100.6	2.6	7.3	107.7	-2.8	-20.4
NC(=O)N/N=C/c1c(F)cccc1F	/	/	12.1	-10.5	97.4	1.3	29.6	101.9	-1.9	0.8
CC(=O)N1CCC(N(CCN2CCOCC2)C(=S)Nc2cc(C)ccc2C)CC1	-7.0	34.8	4.0	0.0	98.4	2.5	6.2	101.9	-2.0	-3.5
COc1ccc(OC)c(N(CC(=O)Nc2ccc(NC(C)=O)cc2)S(C)(=O)=O)c1	-0.7	-0.4	5.6	-30.0	87.3	-0.3	12.2	96.1	-1.1	-4.1
Cc1ccc2nc(Nc3ccc4[nH]c(=O)[nH]c4c3)c(-n3nc(C)cc3C)nc2c1	-1.5	-24.1	-16.9	-70.6	84.0	-3.5	11.2	79.6	-2.6	-2.6
O=c1[nH]c(CN2CCN(C/C=C/c3ccccc3)CC2)nc2ccccc12	/	-2.1	7.3	-66.5	69.4	1.9	27.2	64.2	-1.0	-4.1
Cc1ccccc1NC(=O)c1cc(C(=O)c2cc(Cl)ccc2O)cn(-c2ccccc2C)c1=O	/	/	19.5	-43.6	5.8	-0.7	14.2	8.1	-4.8	-0.6
Cc1cc(SCC(=O)c2ccccc2)nc(C)n1	-0.6	18.7	-10.2	-3.6	90.8	7.0	4.6	96.2	-0.2	-13.0
CC(=O)c1cc2c(cc1NC(=O)CN1CCC(Cc3ccccc3)CC1)OCO2	0.7	6.2	-10.6	-73.5	94.0	2.6	17.8	88.4	-0.9	-8.2
O=C(Cc1ccccc1F)Nc1ccc(Cl)nc1	/	-1.9	5.4	-42.6	98.8	1.5	8.0	80.2	-1.7	/
CS(=O)(=O)N(CC(=O)Nc1ccc2c(c1)OCO2)Cc1ccc(Cl)cc1	-0.5	-16.6	10.4	-18.8	89.2	4.0	8.5	89.6	0.3	-5.9
COCCN(C(=O)CCCC(=O)Nc1ccccn1)C(C(=O)NC1CCCC1)c1ccc(C)cc1 (stereo unspecified)	-0.5	/	-4.8	-36.8	101.2	1.4	13.5	82.8	-2.6	-2.6
CCN(CC(=O)NCCc1ccccc1)S(=O)(=O)c1ccc(C)cc1	-2.7	11.9	-8.0	-14.6	91.6	1.2	7.0	90.5	-2.8	5.7
c1ccc2sc(NC3=NCN(C4CCCCC4)CN3)nc2c1	-0.8	-0.7	2.3	-28.7	88.1	-0.3	22.8	93.5	0.1	-13.0
CC1(C)Cc2c(C#N)c(SCC(=O)c3ccccc3)nc(N3CCOCC3)c2CS1	-0.8	-16.9	-25.4	-77.9	62.0	6.8	8.9	52.6	-1.7	-8.3
Cc1cccc2c(C(=O)n3cccn3)cc(-c3ccccc3Cl)nc12	-0.7	/	-11.8	-40.6	87.0	6.6	9.4	84.6	-1.5	4.6
Additional results follow.
SMILES	Phagocytosis inh	E-sel TNF inh	GALR2 antag	BB579 growth dn	HCT116 PTEN-null	NPY Y2 blocker	Measles CPE	bCat KO growth	MRP-1 activ	Yeast life ext
COc1ccc(N(C(=O)c2cccc(OC)c2OC)C2C=CS(=O)(=O)C2)c(OC)c1 (stereo unspecified)	0.3	-4.3	14.1	6.4	103.8	0.7	1.9	91.2	0.1	-4.8
Cc1onc(-c2ccccc2)c1C(=O)N1CCOCC1	0.5	17.0	-6.5	1.9	95.6	-0.9	8.2	104.0	0.2	-11.3
CCNC(=O)c1c(C)[nH]c(C(=O)OCC)c1C	-1.0	/	5.1	-22.6	96.9	1.5	21.0	95.4	-1.3	-11.6
COc1ccc(NC(=O)CC2C(=O)N(c3ccc(Cl)cc3)C(=S)N2NC(=O)c2cccc(F)c2)cc1 (stereo unspecified)	/	/	10.0	-33.8	93.5	0.1	5.3	96.6	5.1*	2.9
O=C(Cc1ccc(S(=O)(=O)N2CCOCC2)s1)Nc1nc2c(s1)CCCC2	-3.5	-5.7	-5.2	-28.8	78.4	0.0	3.6	85.8	1.6	-27.6
O/N=C1/CCCSc2ccccc21	0.2	-13.2	2.7	-24.9	92.9	5.0	6.1	93.2	0.1	-6.9
O=c1cnnc(NCc2ccccc2)[nH]1	0.4	-1.4	-2.6	-29.1	84.6	-0.5	10.6	86.0	-1.4	-15.9
